High-throughput results: PubChem, Broad Institute
EWS-Fli inh: EWS/Fli-driven NR0B1 reporter inhibitors, primary screen, A673 cells, NR0B1 luciferase, luminescence, MLPCN library; viability-normalised; inhibition, % at 12.6 µM; 350,000 compounds, 0.67% hits; AID 651661, 2012;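 active = mean inhibition of at least 50% after viability correction, with every replicate also passing that limit; inconclusive = mean reaches 50% but only one of two replicates passes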;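 also: firefly luciferase signal divided by Alamar Blue viability fluorescence both relative to DMSO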
F508del corr: F508del CFTR correction, initial screen, CFBE line, single point | CFBE cells, YFP halide quenching; stimulated with forskolin plus potentiator P3; % fluorescence drop versus neutral controls | activity (quench increase), % at 7.58 µM | 350,000 compounds, 0.36% hits;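 active = mean added fluorescence quench of at least 8% versus neutral control, with both replicates also reaching 8%; inconclusive = only one of the mean or replicate conditions met; inactive = mean below 8% and not both replicates reaching 8%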;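 also: cells transiently co-express mutant CFTR-F508del with the halide-sensitive YFP; corrector assay measuring rescue of mutant channel to the surface after 24 h compound exposure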
DENV2 CPE rescue: inhibitors of DENV2 cytopathic effect, primary screen, cell-based, plate reader, single concentration | DENV2-infected cells, cytopathic effect rescue | CPE inhibition, % at 9.99 µM | 350,000 compounds, 1.7% hits | AID 651640, 2012; in the data active = CPE inhibition above about 20%, passing the limit was not always enough; inconclusive = no clear call, values can overlap the other calls; tested in BHK-21 cells;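 also: 0% = median of neutral control wells and 100% = median of positive control wells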
miR122 inh: miR-122 Renilla sensor signal increase in Huh7, primary screen, miR-122 inhibitor project, cell-based, single point, plate reader. Huh7 miR-122 Renilla luciferase sensor, 48 h; neutral wells = 0, positive control = 100. activation (reporter increase), % at 12.5 µM. 340,000 compounds, 0.3% hits. AID 602342, 2012;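 active = mean replicate activation score at least 90 and every replicate individually at or above 90; inconclusive = only one of the two criteria met; inactive = neither criterion met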;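 also: higher luciferase means less miR-122 activity so hits act as miR-122 inhibitors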
INS-1E GSIS act: GLuc luminescence reporter in INS-1E cells, primary screen for activators of glucose-dependent secretion of insulin; INS-1E GLuc reporter insulin secretion, 2-3 h; 370,000 compounds, 0.61% hits; activation, % at 16.6 µM;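 active = lowest replicate activation of at least 40%, so every replicate reaches that level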;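 also: 0% = median of neutral control wells and 100% = median of IBMX positive control wells; some compounds called inactive have numbers as strong as hits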
FN deposit inh: inhibitors of fibronectin matrix deposition, primary screen, AH1F cells, Alexa488-fibronectin fluorescence, plate reader; inhibition, % at 12.6 µM; AID 743247, 2014; 350,000 compounds, 0.086% hits; AH1F fibroblasts, overnight;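 active = mean inhibition across replicates of 30% or more, regardless of how many single replicates reach that level; inconclusive = mean under 30% yet at least half of replicates reach 30%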;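 also: positive control wells lacked labelled fibronectin entirely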
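Test system: AH1F fibroblast monolayer depositing Alexa488-labelled fibronectin into matrix. Input: 10000 cells per well. Technique: fluorescence, ex 485 nm, em 525 nm. Buffer or medium: DMEM plus 2% serum, read in PBS. Timing: 1 h cell adhesion before compound, then overnight fibronectin incubation. Compound: single dose, pinned. Read-out basis: inhibition from reduced deposited-fibronectin fluorescence.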
PAX8 reporter: inhibitors of PAX8-driven TPO luciferase reporter, primary screen, RMG-I cells, single concentration; SteadyGlo, 24 h; inhibition, % at 12.6 µM; 360,000 compounds, 1.2% hits; AID 652154, 2013;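 active = mean replicate inhibition at least 60% with every replicate also reaching 60%; inconclusive = only one of the two criteria is met; inactive = mean below 60% and not all replicates reaching 60%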;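 also: luciferase light reporting Pax8 driven TPO promoter activity; plate controls were median of neutral control wells for no effect and mitoxantrone controls for full effect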
* = called active by the depositor; ? = inconclusive; / = no result given; & = joins results of further samples; [ ] = dose if it differs, or a comment.

SMILES | EWS-Fli inh | F508del corr | DENV2 CPE rescue | miR122 inh | INS-1E GSIS act | FN deposit inh | PAX8 reporter
S=c1[nH]nc(-c2cc(-c3ccccc3)n[nH]2)n1/N=C/c1ccc(Br)s1 | 5 | -1.1 | 10 | / | 27 | -11 | 16
COc1ccc(C2=NOC(Cn3nc(C(=O)O)cc3-c3ccccc3)C2)cc1 (stereo not drawn) | 5 | -2.9 | -3 | 1 | -4 | -5 | 6
O=c1c2ccccc2nc2c3ccccc3c(NCCN3CCOCC3)nn12 | / | / | / | / | 9 | -6 | 21
COc1ccc(C(=O)NNC(=O)c2cc3cccc(OC)c3oc2=O)cc1 | -7 | -0.5 | 9 | / | 5 | -1 | 2
Cc1ccccc1C(=O)N[C@H](C(=O)N1CCC[C@H]1C(=O)NC1CCCC1)c1ccccc1 | -9 | -1.9 | -1 | / | / | 11 | 3
O=C(NCC1CCCO1)c1ccccc1S(=O)(=O)c1ccc([N+](=O)[O-])cc1 (stereo not drawn) | 5 | -4.8 | 2 | -24 | 2 | 0 | -1
O=C1CCN(Cc2ccccc2)C=C1c1cccc(O)c1 | 6 | 3.2 | 8 | 2 | 13 | -2 | -11
COCCN(C(=O)CCC(=O)Nc1cccnc1)C(C(=O)NC1CCCCC1)c1ccccc1 (stereo not drawn) | / | / | / | -4 | -4 | 5 | /
O=C(Cc1ccc(Cl)c(Cl)c1)Nc1cccc2ncccc12 | 9 | 1.7 | 1 | 0 | -9 | -3 | -7
CCN(CC)CCNC(=O)c1ccc(NC(=O)CC(NC(=O)c2ccccc2Cl)c2ccccc2)cc1 (stereo not drawn) | 3 | -4.3 | -5 | -4 | 9 | 7 | 4
CS(=O)(=O)N1CCN(c2ccc(NC(=O)c3ccc(Br)o3)cc2)CC1 | / | / | / | 1 | / | 7 | -131
COc1ccc(CN(C)C[C@H]2Oc3ccc(NS(=O)(=O)c4cn(C)cn4)cc3C(=O)N([C@@H](C)CO)C[C@@H]2C)cc1 | -6 | 0.0 | 7 | 0[16.7 µM] | 1 | / | 0
CC(C)C[C@@H](CNCC(=O)[C@H](CC(=O)O)NC(=O)c1[nH]cnc1C(=O)N[C@H](CN)CC(C)C)NC(=O)c1nc[nH]c1C(=O)N[C@@H](Cc1ccccc1)C(=O)O | 0 | -1.4 | 14 | -5 | 14 | -7 | -9
COc1ccc(C(=O)N/C(=C\c2cn(C)c3ccccc23)C(=O)N2CCN(C)CC2)cc1 | / | -0.6 | -5 | -4 | -15 | 2 | -1
O=C(Nc1nccs1)c1ccc(N2C(=O)[C@@H]3[C@H](C2=O)[C@H]2C=C[C@@H]3C2)cc1 | -90 | -2.7 | 0 | 7 | / | -9 | -143
O=C(CCCCCN1C(=O)c2cccc3cccc(c23)C1=O)NCc1ccco1 | -12 | 2.6 | -6 | 14 | -3 | -5 | -18
O=C(CS(=O)(=O)c1c[nH]c2ccccc12)N1CCc2ccccc21 | -23 | -2.7 | -5 | -3 | 2 | -2 | 3
C[C@@H]1CN([C@H](C)CO)C(=O)c2cccc(NC(=O)CCCCCC(=O)Nc3ccccc3N)c2O[C@H]1CN(C)Cc1ccc2c(c1)OCO2 | 2 | 0.6 | -5 | / | 2 | / | 40
COc1cc(NC(=O)C23CC4CC(C2)CC(n2cnc([N+](=O)[O-])n2)(C4)C3)cc(OC)c1 | / | / | / | 8 | 2 | 7 | 12
COc1ccc(C(=O)NC2CC3CCCC(C2)N3CC(C)C)cc1OC (stereo not drawn) | / | / | / | -2 | / | -8 | -5

Of the compounds above, these have bromine.
SMILES | EWS-Fli inh | F508del corr | DENV2 CPE rescue | miR122 inh | INS-1E GSIS act | FN deposit inh | PAX8 reporter
S=c1[nH]nc(-c2cc(-c3ccccc3)n[nH]2)n1/N=C/c1ccc(Br)s1 | 5 | -1.1 | 10 | / | 27 | -11 | 16
CS(=O)(=O)N1CCN(c2ccc(NC(=O)c3ccc(Br)o3)cc2)CC1 | / | / | / | 1 | / | 7 | -131

New compounds follow
SMILES | EWS-Fli inh | F508del corr | DENV2 CPE rescue | miR122 inh | INS-1E GSIS act | FN deposit inh | PAX8 reporter
CC(=O)Nc1cc(-c2ccc(C(=O)NC3CC3)cc2)cn2c(-c3cccc(C(C)=O)c3)cnc12 | -1 | 6.6 | 1 | / | -4 | -8 | 33
OC(COCc1ccccc1)CN1CCCCC1 (stereo not drawn) | / | -1.7 | 2 | 25 | 4 | 6 | -9
Clc1cc(Cl)c(OCCCCn2cncn2)c(Cl)c1 | 9 | 2.4 | 2 | 2 | -1 | 8 | 0
COc1cccc(CNC(=O)c2nnn(CC(=O)Nc3cc(C)ccc3C)c2N)c1 | / | 4.3 | 2 | -5 | -3 | 4 | 6
C/C(=N\NC(=O)c1cccc(S(=O)(=O)N2CCOCC2)c1)c1ccc(C)cc1 | -1 | -5.0 | -7 | 9 | / | 0 | -1
N#Cc1cnn(-c2cc(Cl)ccc2Cl)c1N | 6 | 0.2 | ? | -7 | / | -2 | -2
Cn1nnnc1SCc1ccccc1[N+](=O)[O-] | / | / | / | -6 | / | -2 | -2
C[C@@H]1CN([C@@H](C)CO)C(=O)c2cc(Br)cnc2O[C@@H]1CN(C)C(=O)C1CCC1 | -19 | 1.5 | / | -4[16.7 µM] | 0 | / | /
CN(C)c1cccc(C(=O)OCC(=O)N2CCc3ccccc3C2)c1 | -7 | 0.3 | 0 | / | -6 | / | 9
O=C(CCCOc1ccc(Cl)cc1Cl)N/N=C/c1ccccc1 | 5 | / | 3 | 1 | -39 | 4 | -2

Laid out differently: results already given.
Each structure is followed by: EWS-Fli inh | F508del corr | DENV2 CPE rescue | miR122 inh | INS-1E GSIS act | FN deposit inh | PAX8 reporter
- N#Cc1cnn(-c2cc(Cl)ccc2Cl)c1N
 : 6 | 0.2 | ? | -7 | / | -2 | -2
- O=C(CCCOc1ccc(Cl)cc1Cl)N/N=C/c1ccccc1
 : 5 | / | 3 | 1 | -39 | 4 | -2
- Cn1nnnc1SCc1ccccc1[N+](=O)[O-]
 : / | / | / | -6 | / | -2 | -2
- CN(C)c1cccc(C(=O)OCC(=O)N2CCc3ccccc3C2)c1
 : -7 | 0.3 | 0 | / | -6 | / | 9
- C/C(=N\NC(=O)c1cccc(S(=O)(=O)N2CCOCC2)c1)c1ccc(C)cc1
 : -1 | -5.0 | -7 | 9 | / | 0 | -1
- CC(=O)Nc1cc(-c2ccc(C(=O)NC3CC3)cc2)cn2c(-c3cccc(C(C)=O)c3)cnc12
 : -1 | 6.6 | 1 | / | -4 | -8 | 33
- OC(COCc1ccccc1)CN1CCCCC1 (stereo not drawn)
 : / | -1.7 | 2 | 25 | 4 | 6 | -9

Remaining list, next part:
SMILES | EWS-Fli inh | F508del corr | DENV2 CPE rescue | miR122 inh | INS-1E GSIS act | FN deposit inh | PAX8 reporter
COc1ccc(/C=C(\NC(=O)c2ccccc2)C(=O)N2CCCCC2)cc1OC | -7 | 0.6 | 3 | / | -2 | -1 | 18
CCOC(=O)C1CCN(CC(=O)N(CC(C)C)c2c(N)n(CC(C)C)c(=O)[nH]c2=O)CC1 | -28 | 0.4 | -1 | 11 | -1 | 3 | -4
COC(CNC(=O)c1coc2nc3ccccc3nc12)OC | -2 | 0.3 | -1 | 8 | 7 | 8 | 5
COc1ccccc1-c1ccc([C@@H]2[C@@H](CO)N(C(=O)C3CC3)C23CN(C(C)=O)C3)cc1 | -3 | -2.9 | 79* | / | 8 | / | 2
Cc1ccc(-c2csc3ncnc(OCC(=O)NC(=O)NCc4ccco4)c23)cc1 | 9 | 4.1 | 4 | 3 | -14 | / | /
Cc1ccc(C(=O)NCCC(=O)N2CCCC2)cc1 | -84 | -2.4 | -5 | 3 | -11 | 10 | -69
CN(C)CCCN(C(=O)c1ccc(S(=O)(=O)N2CCCCC2)cc1)c1nc2cc3c(cc2s1)OCO3 | / | -0.6 | -2 | -2 | -32 | -4 | 7
CC(=O)c1ccccc1NC(=O)C1CCCN(C(=O)c2ccc(Cl)cc2)C1 (stereo not drawn) | -5 | -2.0 | -2 | 2 | -23 | -1 | 12
CCCCn1c(N)c(N(CC)C(=O)c2cccc(OC)c2)c(=O)[nH]c1=O | 6 | 1.6 | -3 | / | 9 | -6 | 5
O=C(C1=C[C@H](c2csc3ccccc23)C[C@H](OCCCCO)O1)N1CCOCC1 | -9&-5 | 1.3&0.9 | -9&13 | -2 | -2 | 0 | 18&-12
CCNC(=O)C[C@@H]1CC[C@H]2[C@@H](COC[C@H](O)CN2C(=O)Nc2cccc(OC)c2)O1 | / | 2.1 | 0 | -2[16.7 µM] | 4 | -6 | /
COc1ccccc1-c1noc(-c2ccccc2C(=O)NCC2CCCO2)n1 (stereo not drawn) | -4 | 1.1 | 8 | 3 | 15 | -5 | 7
COc1cccc(NC(=O)c2ccccc2-c2nc(-c3ccc(F)cc3)no2)c1 | 23 | -0.6 | / | 8 | -5 | / | /
C=CCOc1ccc(C2CC(C)=NN2c2ccccc2)cc1 (stereo not drawn) | 3 | / | 8 | / | 30 | 2 | 5
COc1ccc(NC(=O)N2CCc3ccccc3C2)cc1 | -97 | -1.1 | 1 | 6 | 4 | 1 | -116
COc1ccc(NC(=O)c2ccccc2NC(=O)CSc2ccccc2)cc1 | / | / | / | / | 25 | -6 | -89
CCOC(=O)c1cn2nc(Oc3ccc(C#N)cc3)ccc2n1 | 0 | -0.3 | -2 | 1 | -7 | 9 | 0
CC(C)C#Cc1ccc([C@@H]2[C@@H](C#N)N(C(=O)c3ccccn3)[C@@H]2CO)cc1 | -5 | 0.8 | -12 | / | -2 | 9 | 11
O=C(O)c1ccccc1O | -2 | 3.5 | -3 | 1 | / | -3 | -14
O=[N+]([O-])c1ccc(NCCCN2CCOCC2)c(Cl)c1 | / | / | / | 10 | 13 | -1 | /
CC(=O)Nc1ccc(/C=N/NS(=O)(=O)c2cc(C)ccc2C)cc1 | 5 | 0.5 | -4 | 464* | 3 | -6 | 13
C/C=C/C(=O)Nc1ccc(N2CCN(c3ccc(C(F)(F)F)cn3)CC2)nc1 | 2 | -2.5 | ? | / | 6 | 4 | 13
OC[C@@H]1[C@@H](c2ccccc2)C2(CN(Cc3nccs3)C2)N1CCC(F)(F)F | -4 | -2.5 | 0 | / | -12 | / | 0
C[C@H]1CCCCO[C@@H](CN(C)Cc2ccc3c(c2)OCO3)[C@@H](C)CN([C@@H](C)CO)C(=O)c2cc(NC(=O)c3ccncc3)ccc2O1 | 5 | -0.7 | ? | -1[16.7 µM] | -3 | 7 | -4
O=C(OCc1nnc(-c2ccccc2)o1)C1CCN(S(=O)(=O)c2cccs2)CC1 | / | / | / | -2 | / | -7 | 7
O=C(CN1C(=O)c2ccccc2S1(=O)=O)N1CCCCC1 | -54 | -2.8 | 4 | / | 10 | -14 | -95
CCOc1cc(S(=O)(=O)N(CC)CC)c(OCC)cc1-n1cnnn1 | 1 | 0.6 | -5 | 2 | 5 | / | /
CCNC(=O)[C@@H]1[C@@H](CO)[C@@H]2Cn3c(ccc(-c4ccccc4F)c3=O)[C@@H]2N1C(=O)CC | 11 | / | 9 | / | 8 | / | /
C[C@@H]1CN([C@H](C)CO)C(=O)Cc2cc(NC(=O)C3CC3)ccc2O[C@H]1CN(C)S(=O)(=O)c1cn(C)cn1 | 5 | 1.2 | -4 | 3[16.7 µM] | 8 | / | 2
CN(C)CC(=O)Nc1ccc2c(c1)[C@@H]1C[C@H](CC(=O)NCc3cccnc3)O[C@H](CO)[C@@H]1O2 | 0 | 2.1 | 0 | 0[16.7 µM] | 6 | 2 | /
CC(NC(=O)C1CCC1)c1ccccc1 (stereo not drawn) | / | / | / | -4 | / | 5 | -5
